# Wee1 degr inh – human Wee1 degradation inhibition, primary screen | HeLa Luc-Wee1K328M stability, luciferase luminescence; 100% = proteasome inhibitor MG132 effect | reporter increase, % at 5 µM | 220,000 compounds, 1.2% hits | AID 1321 | P30291;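 active = activation above the mean of all tested compounds plus 3 SD, set per screening run, cut at about 8.8% in these data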;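 also: cells exposed to compound for 20 h before luminescence read; 0% = DMSO alone and 100% = MG132 at 30 µM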
# Target sequence (P30291 whole entry K328M): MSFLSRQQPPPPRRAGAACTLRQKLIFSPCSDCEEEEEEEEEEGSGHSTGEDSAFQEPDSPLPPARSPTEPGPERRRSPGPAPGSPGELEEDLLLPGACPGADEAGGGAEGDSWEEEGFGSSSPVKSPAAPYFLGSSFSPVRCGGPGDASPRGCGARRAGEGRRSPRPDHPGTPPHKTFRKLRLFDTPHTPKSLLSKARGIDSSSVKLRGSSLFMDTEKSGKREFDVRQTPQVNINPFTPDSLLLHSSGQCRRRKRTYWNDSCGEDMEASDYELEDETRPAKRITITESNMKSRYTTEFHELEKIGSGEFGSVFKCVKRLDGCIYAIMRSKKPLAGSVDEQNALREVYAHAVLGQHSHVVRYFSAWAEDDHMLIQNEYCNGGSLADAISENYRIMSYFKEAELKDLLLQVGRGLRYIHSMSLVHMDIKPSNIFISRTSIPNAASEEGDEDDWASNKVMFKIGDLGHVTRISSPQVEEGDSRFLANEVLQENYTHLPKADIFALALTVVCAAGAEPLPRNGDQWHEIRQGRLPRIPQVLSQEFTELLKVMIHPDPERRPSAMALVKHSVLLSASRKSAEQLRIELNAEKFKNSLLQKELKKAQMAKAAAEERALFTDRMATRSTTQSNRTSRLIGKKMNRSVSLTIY
# PERK inhibitor – inhibitors of human PERK kinase. Q9NZJ5. CHO PERK-DD fusion, SEAP luminescence translation reporter. 220,000 compounds, 0.17% hits. inhibition, % at 5.6 µM;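 active = inhibition above the mean inhibition of all tested compounds plus 3 SD, set separately per screening campaign, cut at about 2.9% in these data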;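 also: PERK kinase domain activated by AP20187 dimerizer at 100 nM; 0% = DMSO with dimerizer and 100% = rapamycin at 8.4 µM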
# BaF3 tox – parental Ba/F3 viability inhibition as JAK2V617F counter-screen; CellTiter-Glo ATP luminescence; inhibition, % at 5.6 µM; 220,000 compounds, 1.1% hits; AID 1486;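 active = inhibition above a per-campaign cutoff, the mean inhibition of all tested compounds plus 3 SD, cut at about 27% in these data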;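 also: 0% = DMSO wells and 100% = JAK Inhibitor I control wells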
# S1P4 agonist – agonists of human S1P4 receptor. O95977. S1P4-expressing cell line, agonist reporter assay. activation, % at 4.98 µM. 220,000 compounds, 0.35% hits. AID 1509; in the data active = activation above about 11%;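 also: 0% = DMSO vehicle and 100% = reference agonist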
# NPY2 pot ag – potentiates or activates human NPY-Y2 receptor; P49146; cells expressing NPY-Y2, potentiator/agonist read-out; activation, % at 3.6 µM; 220,000 compounds, 0.45% hits; in the data active = activation above about 27%;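 also: cells stimulated with NPY near EC25 plus isoproterenol at EC100; 0% = vehicle plus submaximal agonist and 100% = vehicle plus saturating agonist; some results beyond the cut were filed as inactive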
# Target sequence (P49146 whole entry, looked up): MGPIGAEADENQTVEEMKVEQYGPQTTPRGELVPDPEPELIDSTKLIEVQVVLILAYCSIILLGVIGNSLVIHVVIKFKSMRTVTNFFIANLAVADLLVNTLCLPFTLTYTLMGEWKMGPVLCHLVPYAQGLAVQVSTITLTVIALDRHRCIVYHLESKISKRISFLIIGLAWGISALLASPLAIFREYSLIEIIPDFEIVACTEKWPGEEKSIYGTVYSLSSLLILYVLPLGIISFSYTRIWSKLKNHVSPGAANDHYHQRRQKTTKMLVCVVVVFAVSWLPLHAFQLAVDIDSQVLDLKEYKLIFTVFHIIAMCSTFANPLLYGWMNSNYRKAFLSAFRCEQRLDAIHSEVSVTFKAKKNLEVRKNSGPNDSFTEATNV
# S1P4 antag – antagonists of human S1P4 receptor; O95977; S1P4-expressing cells, antagonist mode, reporter read-out; inhibition, % at 4.98 µM; 220,000 compounds, 0.26% hits; AID 1510; in the data active = inhibition above about 29%;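 also: 0% = wells stimulated with agonist and 100% = vehicle wells without agonist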
# Mdm2 ligase inh – Mdm2 E3 ligase (human) inhibition; cell-based MDM2 ubiquitination luciferase reporter, 2 h; 0 = plate control, 100 = twice control, blank-subtracted; signal enhancement, % at 5 µM; 210,000 compounds, 0.11% hits;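 active = signal enhancement of 30% or more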;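 also: luminescence tracks abundance of the self-degrading MDM2-luciferase fusion protein; higher signal means inhibition of MDM2 E3 ligase activity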
#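 Test system: mammalian cells stably expressing self-ubiquitinating, self-degrading MDM2 E3–luciferase fusion; Amount: 2000 cells in each well; Medium: DMEM; Schedule: 4 h settle plus 2 h compound, 37 °C; Technique: SteadyLite luciferase luminescence after 15 min room-temperature reagent incubation; Benchmarks: plate control and blank wells.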
# eIF4E 4G PPI – blocks eIF4E binding to eIF4G. AID 782. inhibition, % at 21.7 µM. P63073+Q04637. 220,000 compounds, 0.37% hits. TR-FRET eIF4E-eIF4GI(517-606) binding, 2 h;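 active = inhibition above about 30%, limit read from the data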;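 also: 0% = full FRET control wells and 100% = background wells lacking eIF4GI fragment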
# Ba/F3 V617F tox – lowers viability of Ba/F3 cells expressing EpoR and JAK2V617F | ATP luminescence | inhibition, % at 5.6 µM | 220,000 compounds, 1.1% hits | AID 1446;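 active = inhibition above the campaign mean plus 3 SD over all tested compounds, cut at about 24% in these data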;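 also: cytokine-independent growth of Ba/F3 cells driven by EpoR plus mutant JAK2; 0% = DMSO-treated cells and 100% = JAK inhibitor I control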
# The depositor's hits bear a star; / = not tested or not shown; [ ] = another dose, or the depositor's remark.
SMILES	Wee1 degr inh	PERK inhibitor	BaF3 tox	S1P4 agonist	NPY2 pot ag	S1P4 antag	Mdm2 ligase inh	eIF4E 4G PPI	Ba/F3 V617F tox
Cc1ccc(N2CC(C(=O)N/N=C/c3sccc3C)CC2=O)cc1 (centres undefined)	0	0.0	3	-0.2	-6	-21	-9	3	-4
OCCOCCOc1ccc(-c2nn[nH]n2)cc1	4	1.0	8	0.8	9	0	-4	-1	1
CC[N+](CC)(CCO)CCCN1C(=O)C2CC=C(Cl)CC2C1=O (centres undefined)	-4	0.4	3	3.6	0	-10	-15	-2	2
COc1cccc(COc2cc3ccccc3nc2C)c1	-2	0.2	43*	-2.4	10	-14	-33	4	42*
Cc1c(C)[n+](=O)c(-c2ccc(Br)cc2)c(C)n1[O-]	4	1.0	3	0.3	0	0	-3	0	-8
Cc1ccc(C(=O)Nc2cc3c(cc2Cl)OCCCO3)cc1	1	1.5	4	1.7	-19	2	-58	-11	-3
Cc1cc(C)c2c(=O)[nH]c(SCC(=O)NCCc3ccccc3)nc2n1	-2	0.1	4	12*	-2	-28	3	-5	-3
Cc1ccc(C(C)C)c(OCC(=O)N2CCOCC2)c1	9.2*	-0.5	5	-0.7	-2	-19	-10	-2[fluorescence artefact?]	2
CCN(CC)S(=O)(=O)c1cccc(NC(=O)C2SC(=Nc3ccc(C)cc3C)C(C(=O)NC(C)COC)=C2N)c1 (centres undefined)	0	-1.9	5	0.3	15	5	-5	-5[fluorescence artefact?]	4
CCCCn1nc(CC(=O)O)c2ccccc2c1=O	-1	0.6	2	-0.7	3	-17	-6	1	-4
Cc1nn(C)c(C)c1C(=O)NN	-3	0.6	0	-1.1	-1	-3	-11	-5	-1
COc1ccc(CN(Cc2ccccn2)S(=O)(=O)c2ccc(-n3cnnn3)c(OC)c2)cc1	0	-0.8	8	-1.6	0	2	-17	7	3
COc1ccc(OC)c(Nc2nc(-c3sc(NC(=O)c4ccccc4)nc3C)cs2)c1	0	0.5	7	-0.5	-2	15	-9	1	-1
Cc1cccc(NC(=O)CSc2nc(C)c(CC(=O)c3ccc(Br)cc3)c(C)c2C#N)c1C	-1	0.3	3	2.4	4	-5	-17	-39[fluorescence artefact?]	-4
CCN(C(=O)c1cn(C)c(=O)c2cc(OC)c(OC)cc12)c1ccccc1C	0	-0.6	4	1.8	6	-16	-17	1	-1

# Exported as labelled records: part of the list above.
> COc1cccc(COc2cc3ccccc3nc2C)c1
  Wee1 degr inh: -2	PERK inhibitor: 0.2	BaF3 tox: 43*	S1P4 agonist: -2.4	NPY2 pot ag: 10	S1P4 antag: -14	Mdm2 ligase inh: -33	eIF4E 4G PPI: 4	Ba/F3 V617F tox: 42*
> Cc1c(C)[n+](=O)c(-c2ccc(Br)cc2)c(C)n1[O-]
  Wee1 degr inh: 4	PERK inhibitor: 1.0	BaF3 tox: 3	S1P4 agonist: 0.3	NPY2 pot ag: 0	S1P4 antag: 0	Mdm2 ligase inh: -3	eIF4E 4G PPI: 0	Ba/F3 V617F tox: -8

# (cont.)
SMILES	Wee1 degr inh	PERK inhibitor	BaF3 tox	S1P4 agonist	NPY2 pot ag	S1P4 antag	Mdm2 ligase inh	eIF4E 4G PPI	Ba/F3 V617F tox
COc1cc(NC(=O)c2ccco2)ccc1NC(=O)C(C)C	8	0.6	6	0.2	7	-6	-11	-2[fluorescence artefact?]	-1
CC(C)Oc1ccc(C(=O)Nc2ccc([N+](=O)[O-])cc2)cc1	0	2.2	6	-1.7	-9	-5	-5	1	0
Cc1cccc(NC2=C/C(=N/S(=O)(=O)c3cccs3)c3ccccc3C2=O)c1	4	-0.2	3	5.9	-13	-3	-2	-3	3
CCOC(=O)/C=C1\SCC(=O)N1CC(=O)Nc1ccc2c(c1)CCC2	-1	0.0	-2	0.4	12	8	-13	-1	-5
Cc1ccc(-c2n[nH]c(=O)c3ccccc23)cc1S(=O)(=O)Nc1ccc(F)cc1	4	-0.5	1	-0.4	-24	-10	-9	4	1
O=c1c2ccccc2nc2n1CCS2(=O)=O	1	0.4	-2	-0.3	7	16	-11	-2	4
Cc1ccc(OCc2nc(-c3ccc(Cl)cc3)n[nH]2)cc1	-3	0.3	6	0.9	-10	-17	-11	0	0
O=C(CCS(=O)(=O)c1ccc(Br)cc1)N1CCN(Cc2ccccc2)CC1	6	-0.4	7	2.0	1	-3	-12	3	1
COc1ccc(Cn2nnnc2C(C(C)C)N2CCN(c3ccccc3OC)CC2)cc1 (centres undefined)	4	0.1	7	-3.3	6	-1	5	2	1
Cc1ccccc1-c1nnc(SCc2ccccc2F)o1	-1	1.4	0	1.8	-3	1	-28	1	-4
Cc1cc(C(=O)N2CCCC(C(=O)c3cccc4ccccc34)C2)nc(C)n1 (centres undefined)	0	2.3	0	2.5	-9	-9	-21	-1	-5
CC(C)OP(=O)(OC(C)C)C(Nc1ccccn1)c1ccc(F)cc1 (centres undefined)	2	-0.1	8	-0.8	-8	-9	/	0	-1
Cc1ccc(S(=O)(=O)N(C)C)cc1NS(=O)(=O)c1ccc(Cl)s1	-1	0.8	5	0.8	4	-7	-8	0	14
O=C(Cn1cnc2ccccc21)N/N=C/c1ccccc1[N+](=O)[O-]	1	0.6	-2	1.3	5	-9	-9	-1[fluorescence artefact?]	-4
CCc1ccc(NC(=O)c2noc3c2CCc2ccccc2-3)cc1	-3	0.1	24	-4.1	3	0	1	2	61*
O=C(COC(=O)c1ccccc1F)Nc1cccnc1Cl	-2	0.6	8	-0.8	3	-24	-4	-1	1
COC(=O)c1ccccc1OCCCN(C)C	1	-0.1	8	0.0	8	-2	-15	-1	4
CCn1c(C)nc2cc(S(=O)(=O)C(F)F)ccc21	0	0.5	9	-2.2	0	-12	12	-3	2
CCOC(=O)c1cc2c(=O)n3ccccc3nc2n(CCOC)c1=NC(=O)c1ccncc1	-3	-1.2	7	18*	2	-14	6	1	8
COc1ccc(CCNC(=O)c2cc(-c3cccs3)on2)cc1OC	0	-0.4	4	0.1	5	-8	1	9[fluorescence artefact?]	0
Cc1ccc(NC(=O)c2ccc(CNc3c(N4CCOCC4)c(=O)c3=O)cc2)cc1	1	0.0	12	0.8	9	-16	-7	-8[fluorescence artefact?]	0
CCOC(=O)C1CCCN(C(=O)c2ccc(CNc3c(N4CCC(C)CC4)c(=O)c3=O)cc2)C1 (centres undefined)	-1	1.6	4	0.2	1	2	92*	3	-3
COc1ccc(CCN2C(=O)C(Oc3ccccc3C)C2c2ccc3c(c2)OCO3)cc1OC (centres undefined)	-2	-0.1	1	0.9	-6	1	-7	1	-1
Cc1sc(NC(=O)CSc2nnnn2C)c(C#N)c1C	-2	0.5	4	1.4	-3	-30	-5	-3	-3
CC(=O)Nc1cccc(OCC(O)Cn2cnc3ccccc32)c1 (centres undefined)	1	0.5	5	-0.8	-1	-24	-5	0	1
COc1ccc(/C=C2\C(=O)N(c3c(Cl)cc(Cl)cc3Cl)N=C2NC(=O)c2cccc([N+](=O)[O-])c2)cc1	-2	1.0	5	-0.7	2	-1	-1	7	-2
COCCCn1c(SCC(=O)Nc2ccc(C(C)=O)cc2)nc2ccccc2c1=O	1	-0.3	3	-1.5	18	-5	5	-2	-4
CCOC(=O)N1CC=C2C(C#N)=C(N)C(C#N)(C#N)[C@H](c3ccccc3OCC)[C@H]2C1	-1	0.1	0	1.4	6	-13	8	4	-2
COCc1cc(SC2CCCCC2)nc(C)n1	-2	1.5	9	0.5	-10	11	-4	1	2
CC(C)c1ccc(/C=C2\C(=O)N(CCN3CCOCC3)C(=S)N2C)cc1	-4	0.0	5	43*	4	4	-14	-2	2
Cc1c(S(=O)(=O)NCCc2ccccc2)c(=O)n(C)c(=O)n1C	-2	1.3	-3	0.5	10	-18	8	-5	-3
CCSc1nc(-c2cccnc2)ccc1C#N	4	-0.4	4	1.2	-4	-13	-4	0[fluorescence artefact?]	-2
O=C(CSCc1ccccc1Cl)Nc1ccc2c(c1)OCCO2	1	0.3	1	1.8	-20	-9	-14	-4[fluorescence artefact?]	-2
O=C(NCCC(=O)N1CCOCCOCCOCCOCC1)OCc1ccccc1	-3	1.4	0	1.1	-3	-3	-15	-1	-1
CCOc1cc2[nH]c(=S)n(CCC(=O)NCc3ccc(OC)cc3)c(=O)c2cc1OCC	1	0.0	-1	-2.7	-15	-4	-11	-21	-1
COc1ccc(C(=O)NC(=S)Nc2cccc(Cl)c2N2CCOCC2)cc1[N+](=O)[O-]	1	-1.6	1	0.8	13	-1	-1	2[fluorescence artefact?]	-1
C=CCNC(=O)CSc1cc([N+](=O)[O-])cc(S(=O)(=O)Cc2ccccc2)c1	0	-0.7	38*	-0.1	3	-15	-16	6	-5
NS(=O)(=O)c1cccc(NC(=O)CSc2nnc(C3CC3)n2Cc2ccccc2)c1	1	1.3	2	-2.3	-2	8	-9	0	-4
CCN1CCCC1CNCC(O)COc1ccc(C(C)(C)C)cc1C (centres undefined)	-1	1.5	6	0.0	-6	12	-5	1	2
Cc1nn(CCOc2ccccc2)c(=O)n1-c1ccccc1F	-2	0.6	1	-1.1	-3	-14	-16	-3	-3
O=C(CCCn1c(=O)oc2ccccc21)NC1CCCCCC1	0	1.7	4	1.5	-4	-1	-26	-4	2
CC(OC(=O)c1cccs1)C(=O)NCc1cccs1 (centres undefined)	-3	2.8	4	0.6	-9	-7	-8	-15	0
CC(C)CNc1nc(Oc2ccc(=O)[nH]n2)nc(N2CCOCC2)n1	2	0.3	7	0.5	3	-9	-9	2	2
CCc1sc(C(=O)NC)cc1Br	2	0.1	6	2.0	2	-7	4	5	2
CCc1ccccc1NC(=O)CN(C)C(=O)CSc1nnc(Nc2ccc(C)cc2)s1	-3	0.9	6	-0.2	7	-6	-35	-9	0
CCNC(=S)NNC(=O)c1cccc(Br)c1	-1	0.6	-2	-2.0	-8	3	-14	11[fluorescence artefact?]	-3
COc1ccccc1N1C(=O)C2C(C(=O)c3ccccc3)=NN(c3ccc(C)cc3)C2C1=O (centres undefined)	6	-0.6	3	2.0	4	4	-6	1	0
Cc1c(NC(=O)C(C)OC(=O)C(NC(=O)c2ccco2)C(C)C)c(=O)n(-c2ccccc2)n1C (centres undefined)	-3	1.4	6	1.2	-4	15	-3	2	-4
COc1ccc(NC(=O)NCCc2cccc(Cl)c2)cc1OC	-2	0.4	8	-1.9	-7	0	-11	1	1
CCOc1ccc(N2CC(C(=O)Nc3ccccn3)CC2=O)cc1 (centres undefined)	0	1.0	0	1.7	0	-8	-6	4	-1
O=C1NCC(O)=C1C=Nc1ccccc1O	0	1.1	-1	1.0	17	-2	-14	2	1
CCN(CCCNC(=O)CCc1nc(-c2ccc(OC)cc2)no1)c1cccc(C)c1	-2	-1.1	5	-3.2	-7	-9	-17	-7	-2
Cn1c(N)c(C(=O)Nc2ccc(-c3ccccc3)cc2)sc1=S	-3	-0.7	2	1.0	14	3	-5	4	3
CCCN1CCN(C(=S)Nc2ccc(S(N)(=O)=O)cc2)CC1	1	0.3	4	-0.6	0	-1	-10	-4	1
COC(=O)c1cc(COC(=O)c2nc3nccc(C)n3n2)oc1C	-3	1.1	4	1.1	-3	-13	1	2	0
Cc1sc2ncnc(SCC(=O)NC3CC3)c2c1C	3	-1.2	-2	1.5	-4	-6	-16	-4	-6
COc1cc(OC)cc(C(=O)NC(=S)NNC(=O)c2cnccn2)c1	1	1.3	4	1.6	10	-9	3	0[fluorescence artefact?]	-3

# Bioassay records (PubChem)
